KCNQ2 block: KCNQ2 potassium channel inhibitors, primary screen, cell-based, CHO-K1, FluxOR thallium flux, B-score (AID 2156); 20 min; stronger effect = lower value; B-score at 10 µM; actives 1.1% (n = 310,000);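 active = fluorescence ratio B-score at most minus 3 library SDs, with starting brightness B-score within 2 library SDs, cut at about -5.5 in these data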
CHT block: inhibits the human high affinity choline transporter. Q9GZV3. CHT-expressing cells, membrane potential dye, choline response; stronger effect = lower value. B-score at 10 µM. actives 0.86% (n = 310,000);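 active = B-score over 3 SD under the library average, and starting fluorescence ratio not unusually high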;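 also: choline stimulus applied at its EC90 after an EC20 pre-addition; B-score computed on integrated fluorescence ratio after choline addition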
Target sequence (Q9GZV3 whole entry, looked up): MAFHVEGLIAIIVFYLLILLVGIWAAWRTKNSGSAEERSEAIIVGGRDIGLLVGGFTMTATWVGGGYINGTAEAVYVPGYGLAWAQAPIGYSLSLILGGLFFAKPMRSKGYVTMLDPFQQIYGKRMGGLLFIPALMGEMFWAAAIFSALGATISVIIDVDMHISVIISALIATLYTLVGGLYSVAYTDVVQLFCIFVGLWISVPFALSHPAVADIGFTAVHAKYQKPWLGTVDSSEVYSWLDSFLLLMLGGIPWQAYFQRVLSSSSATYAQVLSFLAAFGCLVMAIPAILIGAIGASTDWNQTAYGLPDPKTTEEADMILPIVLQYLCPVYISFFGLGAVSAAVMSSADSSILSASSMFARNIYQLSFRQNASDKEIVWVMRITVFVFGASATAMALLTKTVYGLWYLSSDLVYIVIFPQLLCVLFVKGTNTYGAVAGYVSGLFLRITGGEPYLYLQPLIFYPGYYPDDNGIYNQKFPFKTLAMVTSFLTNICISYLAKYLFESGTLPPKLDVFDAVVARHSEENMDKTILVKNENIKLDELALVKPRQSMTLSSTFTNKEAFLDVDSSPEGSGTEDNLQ
Numbers without * were called inactive; i = inactive; / = not tested or not shown.

Below each SMILES – KCNQ2 block	CHT block
Cc1ccc(N(CC(O)CON=C2c3ccccc3-c3ccccc32)S(C)(=O)=O)cc1 (stereo not given)
 : i	i
Cc1ccc(N(CC(=O)NC(C)C)C(=O)CCC(=O)Nc2nccs2)cc1
 : i	i
Cc1ccc(-n2ccn(CC(=O)NCCc3ccccc3)c(=O)c2=O)cc1C
 : i	i
O=C(N/N=C/C=C/c1ccccc1)C(O)c1ccccc1 (stereo not given)
 : i	i
CCCCc1cc(=O)oc2cc(C)cc(OCC(=O)N3CCC(C(N)=O)CC3)c12
 : i	i
COC(=O)Nc1ccc(C)c2nsnc12
 : i	i
Cn1cc(S(=O)(=O)NCC2CCCO2)c(=O)n(C)c1=O (stereo not given)
 : i	i
N#CC1=C(SCC(=O)Nc2cccc3cccnc23)NC(=O)C(C#N)C12CCCCC2 (stereo not given)
 : i	i
CCC1CCCCN1C(=O)CCS(=O)(=O)c1ccc2c(c1)CCN2C(C)=O (stereo not given)
 : i	i
COc1ccc(C(=O)COC(=O)Cn2nnc3ccccc32)cc1Br
 : i	i
O=C(Nc1nc(-c2cc(F)ccc2F)cs1)C1=COCCO1
 : i	i
CCN(CC)S(=O)(=O)c1ccc2c(c1)N(CC(=O)NCCN1CCOCC1)C(=O)CO2
 : i	i
COc1ccc(-n2ncc3c2CC(C)(C)CC3NC(=O)CCc2c(C)noc2C)cc1 (stereo not given)
 : i	i
C(=N\N(Cc1ccccc1)c1ccccc1)/c1cccnc1
 : i	i
CCc1ccc(NC(=O)c2cc(CC(C)C)on2)cc1
 : i	i
Cc1ccc(CCNC(=O)c2ccc(CS(=O)(=O)Cc3ccccc3F)o2)cc1
 : i	i
O=S(=O)(Nc1cccc(-c2ccc(N3CCOCC3)nn2)c1)c1ccc(Cl)c(Cl)c1
 : i	i
CCOC(=O)N=S(N)(=O)c1ccccc1 (stereo not given)
 : i	i
Cc1ccc(C)c(OC(=O)c2cccnc2)c1
 : i	i
Cc1ccccc1C(=O)c1cccn1CC(=O)NC(C)c1ccc2c(c1)OCCO2 (stereo not given)
 : i	i
O=C(COc1ccc(Cl)cc1)N1CCN(c2ccc([N+](=O)[O-])c(N3CCOCC3)c2)CC1
 : i	i
Cc1cnc(C(=O)OCC(=O)NC23CC4CC(CC(C4)C2)C3)cn1
 : i	i
NS(=O)(=O)c1ccc(N=NN2CCCCC2)cc1
 : i	i
CCOc1ccccc1Nc1nnc(Cc2ccccc2Cl)c(=O)[nH]1
 : i	i
CCC(Sc1ccc2nnc(-c3cccnc3)n2n1)C(=O)OC (stereo not given)
 : i	i
CC(=O)Nc1ccc(S(=O)(=O)N(C)CC(=O)Nc2ccccc2N2CCCC2)cc1
 : i	i
O=C(c1ccncc1)N1CCN(c2ccc3ccccc3n2)CC1
 : i	i
CN(C)S(=O)(=O)c1cccc(COC(=O)c2cnccn2)c1
 : i	i
COc1ccc(S(=O)(=O)Cc2ccc(C(=O)N3CCC(C(N)=O)CC3)o2)cc1
 : i	i
CC(=O)NC(CC(C)C)C(=O)NC(=O)NCc1ccccc1 (stereo not given)
 : i	i

2 compounds picked at random from those above, as already listed:
Below each SMILES – KCNQ2 block	CHT block
O=C(N/N=C/C=C/c1ccccc1)C(O)c1ccccc1 (stereo not given)
 : i	i
O=C(Nc1nc(-c2cc(F)ccc2F)cs1)C1=COCCO1
 : i	i

The results go on.
Below each SMILES – KCNQ2 block	CHT block
C=CCSc1nc2sc(C)c(C)c2c(=O)n1N
 : i	i
O=C(C1CN(S(=O)(=O)c2ccccc2)CCN1S(=O)(=O)c1ccccc1)N1CCCCCC1 (stereo not given)
 : i	i
CC(OC(=O)CNC(=O)c1ccco1)C(=O)Nc1ccc(Cl)cn1 (stereo not given)
 : i	i
Cc1ccccc1C(=O)/C=C1\NC(=O)CS1
 : i	i
Cc1ccc(C(=O)NC(=C(Cl)Cl)S(=O)(=O)c2ccccc2)cc1
 : i	i
Cc1ccc(Oc2cc(C#N)c(C#N)cc2-n2nnc3ccccc32)cc1C
 : i	i
CCOc1ccc(S(=O)(=O)c2c(C(=O)c3ccc(C)cc3)cnc3cc4c(cc23)OCCO4)cc1
 : i	i
CN(c1ccccc1)S(=O)(=O)c1cccc(C(=O)OCC(=O)NCc2ccc3c(c2)OCO3)c1
 : i	i
N/C(=N\OC(=O)c1cccc(Br)c1)c1ccncc1
 : i	i
COc1ccc(N2CCN(Cc3cc(=O)oc4ccc(C)cc34)CC2)cc1
 : i	i
COc1ccc(OCc2cc(=O)[nH]c3ccccc23)cc1
 : i	i
COc1cccc(CN2CCNC(=O)C2CC(=O)NC2CCCCCCC2)c1 (stereo not given)
 : i	i
CN(C(=O)CS(=O)(=O)c1cccc(Cl)c1)c1ccccc1
 : i	i
Nn1c(SCC(=O)Nc2ccccc2)nnc(Cc2ccccc2)c1=O
 : i	i
O=C(CN1CCN(c2ccccc2O)CC1)Nc1cc([N+](=O)[O-])ccc1Cl
 : i	i
O=C(CSc1nc2ccccc2c(=O)n1-c1ccc(F)cc1)Nc1ccc(C(=O)O)cc1
 : i	i
COC(=O)c1ccccc1C(=O)N1CCCC(CCC(=O)NCc2ccc(F)c(F)c2)C1 (stereo not given)
 : i	i
COc1cccc(CNC(=O)CCC2CCCN(C(=O)CCc3c(C)noc3C)C2)c1 (stereo not given)
 : i	i
O=C(CCC(=O)c1cccs1)NCc1ccc(Cl)cc1
 : i	i
CCOc1cc(C(=O)Nc2ccc(N3CCN(C(C)=O)CC3)cc2)cc(OCC)c1OCC
 : i	i
COCCCNC(=O)CSC1=Nc2ccccc2C2=NC(c3ccccc3)C(=O)N12 (stereo not given)
 : i	i
COc1ccc(Cn2c(O)c(C=Nc3ccc(O)cc3)c3ccccc3c2=O)cc1
 : i	i
CCC1CCCCN1C(=O)CSc1nc2ccsc2c(=O)n1Cc1ccccc1 (stereo not given)
 : i	i
O=[N+]([O-])c1ccc(CN2C=NS(=O)(=O)c3ccccc32)cc1
 : i	i
COc1ccc(OC)c(NC(=O)c2nnn(CCc3ccccc3)c2N)c1
 : i	i
CC(=O)Nc1ccc(NC(=O)CSc2nnc(CC(C)O)n2-c2ccccc2)cc1 (stereo not given)
 : i	i
CC(=O)Nc1ccc(S(=O)(=O)Nc2ccc(Nc3ccccc3)cc2)cc1
 : i	i
CCOC(=O)C1C(=O)C=C(Nc2ccccc2F)CC1c1ccccc1 (stereo not given)
 : i	i
CCOC(=O)C1CCCN(c2nc3ccccc3nc2C(C#N)C(=O)OC(C)COC)C1 (stereo not given)
 : i	i
CCCC(=O)N1c2ccccc2C(=C2SC(C(=O)OC)=C(C(=O)OC)S2)C(=S)C1(C)C
 : -7.94*	i
COc1ccc(C)cc1Nc1n[n+](C)c(-c2ccc(O)cc2O)s1
 : i	i
CN1C2CCC1CC(NC(=O)c1cccc(C(F)(F)F)c1)C2 (stereo not given)
 : i	i
O=C(c1cc(COc2ccc(F)cc2Cl)on1)N(CCO)Cc1cccs1
 : i	i
COc1ccc(NC(=O)c2ccc(F)cc2)cc1S(=O)(=O)Nc1cc(C)ccc1Br
 : i	i
Cc1ccc(S(=O)(=O)Nc2ccc3c(c2)OCCO3)cc1
 : i	i
Cc1ccc(Cl)c(OCC(=O)Nc2cccnc2)c1
 : i	i
COc1ccccc1C(=O)NC1CCN(C(=O)Nc2ccc(C)cc2)CC1
 : i	i
CCOc1ccc(CCNC(=O)CCOc2cc(C)ccc2C)cc1OCC
 : i	i
CC(C)N1CCN(Cc2cccc(-c3ccco3)c2)CC1CCO (stereo not given)
 : i	i
O=C(COc1ncnc2ccccc12)NC(=O)NCc1ccccc1
 : i	i
Cc1c(NC2=CC(=O)CC(C)(C)C2)ccc([N+](=O)[O-])c1C
 : i	i
Fc1ccc(Oc2nc(-c3ccccc3)nnc2C(F)(F)F)cc1
 : i	i
CN(C)/C=C/C=C1C(=O)CCCC1=O
 : i	i
CC(C)CSc1nsc(N)n1
 : i	i
COc1ccc(C(=O)N(CC(=O)NC(C)(C)C)c2ccc3c(c2)OCCO3)cc1OC
 : i	i
Cc1ccccc1CNC(=O)C(=O)Nc1nccs1
 : i	i
Cc1cccc(N=C2NC(=O)/C(=C/c3cccnc3)S2)c1C
 : i	i
COc1ccc(NC(=O)Nc2ccc(N3CCOCC3)c3nonc23)c(OC)c1
 : i	i
O=C(Cc1cccc2ccccc12)Nc1ccc(N2CCOCC2)cc1
 : i	i
CCC(=O)c1ccc(SC(=O)N(C)C)cc1O
 : i	i
COc1ccccc1-c1coc2c(CN3CCCCC3C)c(O)ccc2c1=O (stereo not given)
 : i	i
Cc1cc(OCC(=O)N2CCN(c3cccc(Cl)c3)CC2)c2c(C)c(C)c(=O)oc2c1
 : i	i
CCOc1ccccc1NC(=O)NNC(=O)COc1cccc(C)c1C
 : i	i
O=C(Nc1ccncc1)C1CCN(S(=O)(=O)c2c(Cl)cccc2Cl)CC1
 : i	i
Nc1nccnc1C(=O)OCC(=O)N1CCN(S(=O)(=O)c2ccc(Cl)cc2)CC1
 : i	i
CN(C)CC(C)(C)CNC(=S)NCc1ccc2c(c1)OCO2
 : i	i
CCCCN(C)Cc1c(C)[nH]c2c(ccc3ccccc32)c1=O
 : i	i
O=C(C(Cc1ccccc1)N1C(=O)c2ccccc2C1=O)N1c2ccccc2CCc2ccccc21 (stereo not given)
 : i	i
COc1ccc(CCNC(=O)C2CC(=O)N(CCc3ccc(C)cc3)C2)cc1OC (stereo not given)
 : i	i
COc1ccc(CC(=O)NNC(=O)COc2ccc(Br)cc2C)cc1OC
 : i	i

Further records follow.
Below each SMILES – KCNQ2 block	CHT block
CCOC(=O)COn1c2c(c3c4no[n+]([O-])c4ccc31)CCCC2
 : i	i
CC1(C)CC(CC(=O)Nc2ccccc2[N+](=O)[O-])C(=O)O1 (stereo not given)
 : i	i
CC(=C1C(=O)c2ccccc2C1=O)N1CCC(C(N)=O)(N2CCCCC2)CC1
 : i	i
Cc1ccc(CN2C(=O)C(C)Oc3ccccc32)cc1 (stereo not given)
 : i	i
CCn1c(CCNC(=O)c2cccs2)nnc1SCC(=O)Nc1ccc(Cl)cc1
 : i	i
CCCOn1nnnc1-c1ccccc1
 : i	i
O=C1CC(c2cccs2)Cc2nc(NC(=O)C3CC3)ncc21 (stereo not given)
 : i	i
O=C(N[C@@H](Cc1ccccc1)C(=O)O)c1cccs1
 : i	i
O=[N+]([O-])c1cccc(CN(CCO)Cc2ccccc2)c1
 : i	i
Clc1ccc(CNc2ncccn2)cc1
 : i	i
COc1cccc(-n2c(SCC(N)=O)nc3ccccc3c2=O)c1
 : i	i
CC(C)C[C@H](NC(=O)c1nc[nH]c1C(=O)N[C@@H](CCCCNC(=O)OC(C)(C)C)C(=O)OC(C)(C)C)C(=O)OCc1ccccc1
 : i	i
O=C(Cn1nc(-c2ccc(N3CCOCC3)c([N+](=O)[O-])c2)c2ccccc2c1=O)N1CCCCC1
 : i	i
COC(=O)c1ccc(Cl)c(NC(=O)CN2CCN(Cc3ccccc3)CC2)c1
 : i	i
O=C(CCc1c[nH]c2ccccc12)N1CCN(c2ccc(F)cc2)CC1
 : i	i
O=[N+]([O-])c1cc(-c2ccn[nH]2)ccc1Cl
 : i	i
CCOc1ccccc1NC(=S)NC(=O)C1CC1
 : i	i
Cc1ccc(C)n1-c1sccc1C(=O)O
 : i	/
CCCCCCC(=O)N/N=C(\C)Cc1ccccc1
 : i	i
CC(C)C1N(c2ccccc2)C(N)=C(C#N)C1(C#N)C#N (stereo not given)
 : i	i
CCc1cc2cccc(C)c2nc1SCC(=O)NC1CCCC1
 : i	i
COc1cc(/C=N/NC(=S)NCCN2CCOCC2)cc(OC)c1O
 : i	i
O=c1[nH]c(CNCc2cccnc2)nc2ccccc12
 : i	i
Cc1ccc(OCC(O)CN2CCc3ccccc3C2)c(C)c1 (stereo not given)
 : i	i
O=C(CCCN1C(=O)c2ccccc2C1=O)OC1CSCC1NC(=O)c1ccccc1 (stereo not given)
 : i	i
O=C1C(=C(c2ccccc2)c2ccccc2)Nc2ccccc21
 : i	i
O=C(COC(=O)C1CCN(/C=C/C(=O)C(F)(F)F)CC1)Nc1cccc(F)c1
 : i	i
COc1ccc(CN(Cc2cc3cccc(C)c3n3nnnc23)C(=O)N2CCOCC2)cc1
 : i	i
O=C(NC1CCc2ccccc21)C1CCN(S(=O)(=O)c2ccc(Cl)cc2)CC1 (stereo not given)
 : i	i
COc1ccc(N2CCN(C(=O)CN3C(=O)NC(c4ccc(OC)cc4)(c4ccc(OC)cc4)C3=O)CC2)cc1
 : i	i

Three entries from above in a different format.
SMILES: CCCOn1nnnc1-c1ccccc1
  KCNQ2 block: i
  CHT block: i
SMILES: C(=N\N(Cc1ccccc1)c1ccccc1)/c1cccnc1
  KCNQ2 block: i
  CHT block: i
SMILES: Cc1ccc(C)c(OC(=O)c2cccnc2)c1
  KCNQ2 block: i
  CHT block: i

New compounds follow:
Below each SMILES – KCNQ2 block	CHT block
O=S(=O)(NCc1ccc(F)cc1)c1cccc(S(=O)(=O)N2CCOCC2)c1
 : i	i
COc1ccccc1NC(C#N)c1ccccc1OCc1ccccc1 (stereo not given)
 : i	i
COCCN1C(=O)C(=O)/C(=C(/O)c2cccc(OC)c2)C1c1ccncc1 (stereo not given)
 : i	i
CC(C(=O)O)N1C(=O)c2ccccc2C1=O (stereo not given)
 : i	i
Cn1c(SCC(=O)N/N=C/c2cccnc2)nnc1-c1ccccc1
 : i	i

Among those listed so far, these have a CF3 group.
Below each SMILES – KCNQ2 block	CHT block
CN1C2CCC1CC(NC(=O)c1cccc(C(F)(F)F)c1)C2 (stereo not given)
 : i	i
Fc1ccc(Oc2nc(-c3ccccc3)nnc2C(F)(F)F)cc1
 : i	i
O=C(COC(=O)C1CCN(/C=C/C(=O)C(F)(F)F)CC1)Nc1cccc(F)c1
 : i	i
